CHRM1 PAM = human M1 muscarinic receptor positive allosteric modulators, primary screen, CHO-K1 cells, Fluo-8 calcium fluorescence, 1536-well; CHO-K1 hM1, ACh EC20; 0% = ACh EC20, 100% = maximal ACh; activation, % at 3 µM; 0.088% of 360,000 active; AID 588819, 2011; in the data active = activation above about 19%, passing the limit was not always enough
OXTR ag = human OXTR agonists, primary screen, fluorescence, CHO-OTR cells, Fluo-8 calcium; Oxytocin receptor (Homo sapiens), P30559; Fluo-8 calcium fluorescence; normalized: DMSO 0%, oxytocin 100%; activation, % at 3 µM; 0.32% of 320,000 active;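 active = activation above the mean of all tested compounds plus 3 SD, cutoff set per screening run, cut at about 20% in these data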;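 note: peak over basal fluorescence ratio from a 100 s FLIPR kinetic read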
Target sequence (P30559 whole entry, looked up): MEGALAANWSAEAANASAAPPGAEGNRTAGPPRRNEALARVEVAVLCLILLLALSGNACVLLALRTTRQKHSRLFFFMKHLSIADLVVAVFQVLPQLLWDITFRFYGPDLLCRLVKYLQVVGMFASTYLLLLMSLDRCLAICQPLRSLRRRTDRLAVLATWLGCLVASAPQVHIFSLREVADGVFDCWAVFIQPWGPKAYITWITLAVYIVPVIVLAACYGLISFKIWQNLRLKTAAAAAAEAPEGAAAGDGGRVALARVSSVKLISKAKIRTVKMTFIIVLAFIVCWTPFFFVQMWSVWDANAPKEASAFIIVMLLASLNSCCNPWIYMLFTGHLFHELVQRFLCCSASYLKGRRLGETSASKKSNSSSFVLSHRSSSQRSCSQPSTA
CHO parental Ca = ATP-evoked calcium signal inhibitors, parental CHO, primary screen, counter-screen for OX1R antagonist project, cell-based, fluorescence, Fluo-8 calcium dye. parental CHO-K1, ATP-induced calcium, Fluo-8 fluorescence. inhibition, % at 5.6 µM. 0.63% of 330,000 active;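 active = inhibition above that plate's mean sample inhibition plus 3 SD, cut at about 26% in these data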;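 note: 0% = ATP-challenged DMSO wells and 100% = DMSO wells without ATP; some compounds past the cut are filed as inactive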
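Test system: untransfected parental CHO cell line. Compound: one dose, 5.6 µM nominal. Detection: intracellular calcium via Fluo-8 no-wash fluorescent dye. Measure: % inhibition. Benchmarks: ATP-challenged DMSO wells low, unchallenged DMSO wells high.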
OXTR potentiate = human OXTR potentiators, primary screen, fluorescence, CHO-OTR cells, Fluo-8 calcium; Oxytocin receptor (Homo sapiens), P30559; Fluo-8 calcium fluorescence, potentiator mode; 0% = oxytocin EC15, 100% = EC100; activation, % at 3 µM; 0.061% of 320,000 active;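 active = activation above that plate's cutoff, the mean activation of tested compounds plus 3 SD, cut at about 6.6% in these data, passing the limit was not always enough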;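 note: 100% uses oxytocin at 75 nM as the full agonist control; some results filed as inactive read as strong as hits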
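Measured by – Fluo-8 calcium dye fluorescence · Test system – human OTR in CHO cells · Dosing – one concentration, 3.0 µM compound · Controls – EC15 oxytocin alone as 0%, 75 nM oxytocin as 100% · Evaluation – normalized max/min fluorescence ratio, % activation · Timing – 6 min pre-incubation, 100 s read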
CHRM1 antagonist = human M1 muscarinic receptor antagonists, primary screen, CHO-K1 cells, Fluo-8 calcium fluorescence, 1536-well; CHO-K1 hM1, ACh EC80 antagonist; Muscarinic acetylcholine receptor M1 (Homo sapiens), P11229; 1.3% of 360,000 active; inhibition, % at 3 µM;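 active = percent inhibition above its own plate's cutoff, namely the mean of that plate's compound wells plus 3 SD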;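 note: peak over basal fluorescence ratio during 140 s after agonist addition; 0% = ACh EC80 plus DMSO and 100% = DMSO alone without agonist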
M1 ag = human M1 muscarinic receptor agonists, primary screen, Fluo-8 calcium fluorescence, CHO-K1 cells, HTS; activation, % at 3 µM; 0.33% of 360,000 active; AID 588814, 2011; CHO-K1 hM1, agonist mode; 0% DMSO, 100% acetylcholine EC100;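 active = activation above the run's mean compound activation plus 3 SD, cut at about 16% in these data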;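 note: peak over basal fluorescence ratio within a 140 s kinetic read after compound addition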
V1aR counter = agonists of human V1a receptor, primary screen, counter-screen for OXTR agonist project, fluorescence, CHO-V1R cells; 0.25% of 320,000 active; Fluo-8 calcium fluorescence, agonist mode; 0% DMSO, 100% 3 nM vasopressin; activation, % at 3 µM;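 active = activation above the mean activation of all tested compounds plus 3 SD, per screening run, cut at about 20% in these data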;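 note: signal is peak over basal fluorescence ratio across a 100 second FLIPR read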
Target sequence (P37288 whole entry, looked up): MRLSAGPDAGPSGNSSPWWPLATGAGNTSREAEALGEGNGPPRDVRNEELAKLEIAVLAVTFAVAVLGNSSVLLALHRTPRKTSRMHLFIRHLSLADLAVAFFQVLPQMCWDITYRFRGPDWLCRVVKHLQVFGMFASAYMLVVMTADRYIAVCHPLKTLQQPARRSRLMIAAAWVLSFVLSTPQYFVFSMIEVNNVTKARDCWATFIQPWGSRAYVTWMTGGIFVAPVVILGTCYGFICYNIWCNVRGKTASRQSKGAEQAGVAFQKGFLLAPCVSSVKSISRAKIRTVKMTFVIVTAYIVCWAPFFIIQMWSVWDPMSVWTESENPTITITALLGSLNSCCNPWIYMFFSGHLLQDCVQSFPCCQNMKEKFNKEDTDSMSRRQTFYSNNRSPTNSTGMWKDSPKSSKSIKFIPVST
TAAR1 antag = human TAAR1 antagonists, primary screen, Fluo-8 calcium fluorescence, CHO RD-HGA16 cells. Trace amine-associated receptor 1 (Homo sapiens), Q96RJ0. antagonist. inhibition, % at 3 µM. 1.5% of 360,000 active. AID 624466, 2012;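 active = inhibition above a per-plate cutoff, the mean inhibition of test compounds on that plate plus 3 SD, cut at about 49% in these data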;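 note: 0% = DMSO plus EC80 beta-PEA response and 100% = DMSO alone without agonist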
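test system = CHO RD-HGA16 cells bearing hTAAR1 | replication = singlicate | controls = DMSO-only wells and EC80 β-PEA-stimulated wells | reagent = EC80 β-phenethylamine stimulus | read-out basis = percent inhibition of PEA-evoked calcium signal, max/basal emission ratio | schedule = seeding 17-24 h prior, 75-min 37 °C, 30-min RT dye loading | signal = kinetic Fluo-8 calcium fluorescence measurement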
TAAR1 agonist = human TAAR1 agonists, primary screen, Fluo-8 calcium fluorescence, CHO RD-HGA16 cells | Trace amine-associated receptor 1 (Homo sapiens), Q96RJ0 | vehicle wells 0%, saturating PEA agonist 100% | activation, % at 3 µM | 0.99% of 360,000 active | AID 624467, 2012;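 active = activation above the mean activation of all test compounds in the run plus 3 SD, cut at about 38% in these data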
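System: CHO-derived RD-HGA16 cells with stable Gα16 and human TAAR1 / Times: 17-24 h plating, Fluo-8 75 min 37 °C, 30 min RT / Technique: calcium-sensitive Fluo-8 signal, excitation 470-495, emission 515-575 nm / Measure: % activation relative to PEA EC100 response / Benchmarks: DMSO and PEA EC100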
* = called active by the depositor; x = no result given.

SMILES | CHRM1 PAM | OXTR ag | CHO parental Ca | OXTR potentiate | CHRM1 antagonist | M1 ag | V1aR counter | TAAR1 antag | TAAR1 agonist
COCCSc1ccccc1C(=O)Nc1cc(C)cc(C)c1 | 6 | -2.3 | -10 | -14 | 0 | -7 | 0.0 | -6 | 12
O=C1NC(=O)C(=Cc2ccc(Cl)c(Cl)c2)S1 | -1 | x | x | x | -2 | 4 | x | -2 | 3
CC(=O)N1CCN(c2cc3c(cc2F)c(=O)c(C(=O)O)cn3C2CC2)CC1 | 4 | 0.1 | -3 | -3 | -7 | -2 | 0.7 | 10 | 3
O=C(CSc1nc(Nc2ccccc2)nc(N2CCOCC2)n1)Nc1cccc([N+](=O)[O-])c1 | 7 | 0.0 | -12 | -12 | -2 | 0 | 1.3 | 12 | 1
COc1cc2c(cc1OC)CN(C(=S)Nc1c(C)cccc1C)CC2 | 0 | 0.1 | 3 | -7 | -3 | -4 | 0.3 | -1 | 2
CN1C(=O)c2cccc3c(S(N)(=O)=O)ccc1c23 | 6 | 0.6 | -8 | 1 | 0 | 4 | 0.4 | -7 | 8
CCc1nonc1NC(=O)c1oc2cc(C)c(Cl)cc2c1C | 2 | -0.8 | 0 | -9 | -4 | -1 | -0.3 | -1 | 0
O=C(CN1C(=O)S/C(=C\c2ccc(C(=O)O)cc2)C1=O)Nc1ccccc1 | 0 | -0.5 | -6 | -16 | 7 | 0 | 0.9 | -14 | 7
CC(C)(C)NC(=O)C(c1cccs1)N(Cc1ccco1)C(=O)c1csnn1 (configuration not stated) | 9 | -0.9 | -15 | 0 | 7 | 7 | 0.3 | 7 | 0
COC(=O)c1cc(NC(=O)c2c(-c3ccccc3)noc2C)ccc1N1CCOCC1 | 9 | -0.3 | -9 | -9 | -11 | -3 | -0.5 | -10 | 2
CCCCCCCCCC(=O)N1CCN(c2cc3c(cc2F)c(=O)c(C(=O)O)cn3CC)CC1 | 6 | -0.2 | -1 | -10 | 1 | 0 | -0.3 | -14 | -1
Cc1cccc(C)c1OCC(O)Cn1ccnc1C (configuration not stated) | -1 | 1.4 | -8 | 4 | 5 | -6 | 0.9 | -5 | 4
CCN(CC)S(=O)(=O)c1cnccc1N1CCN(c2cccc(Cl)c2)CC1 | 5 | 2.7 | -11 | -2 | 4 | -2 | 1.7 | -23 | 0
CCCNC(=O)CCC(=O)Nc1ncc(-c2ccc(C)cc2)n1C | 4 | -0.5 | -9 | 0 | -9 | -4 | -0.4 | -1 | 2
Cc1ccc(OCc2cc(C(=O)N3CC4C[C@@H]5CC3C[C@H](C4)C5)no2)cc1C | -5 | -0.3 | -8 | -7 | 8 | -3 | 1.9 | -27 | 0
COc1ccc(OC)c(NC(=O)COc2ccc(S(=O)(=O)NC(C)C)cc2)c1 | 2 | -0.4 | -8 | -1 | 1 | -4 | 0.2 | -12 | 5
CCOc1ccc(NC(=O)CSc2ncnc3c2sc2ccccc23)cc1 | 6 | 0.2 | -7 | -7 | -6 | -1 | -0.4 | 11 | 1
CSc1ccc(S(=O)(=O)NCc2ccccc2C)cc1 | -7 | -1.9 | 19 | -7 | 8 | -12 | -0.9 | -8 | -1
Fc1ccc(Oc2nc(-c3ccccc3)nnc2C(F)(F)F)cc1 | 6 | -0.9 | -9 | -7 | -10 | -4 | 2.0 | -10 | 3
Cc1ccc(C)c(NC(=O)CNC(=O)N2CC(=O)Nc3ccccc32)c1 | 7 | 2.4 | -11 | -4 | -8 | -2 | 1.0 | -4 | 3
Cc1nn(C(=O)c2ccco2)c(C)c1Sc1ccc(Cl)cc1 | 5 | -1.2 | 3 | -2 | -2 | -5 | 1.9 | -14 | 0
CCN1CCN(c2nc3c(c(=O)[nH]c(=O)n3C)n2Cc2ccccc2F)CC1 | 18 | 0.1 | -6 | -11 | -22 | -9 | -0.5 | -12 | -1
CCCCNC(=S)N(C)/N=C/c1ccc(OCC(=O)Nc2c(C)cc(C)cc2C)c(OC)c1 | 3 | -0.6 | -29 | -10 | -7 | -1 | 1.4 | 35 | 5
O=C(Nc1ccccc1N1CCOCC1)c1cc(=O)[nH]c2ccccc12 | 0 | 0.8 | -5 | -3 | 1 | -2 | 0.4 | -4 | 12
COC(=O)COc1ccc(NS(=O)(=O)c2cccc([N+](=O)[O-])c2)cc1 | 11 | 1.6 | -10 | -8 | -2 | -7 | 1.5 | 11 | 6
CCCCN1C(N)=NC[C@@H]1Cc1ccccc1 | 1 | 2.8 | -9 | 6 | -1 | -11 | 0.8 | 11 | 9
Cc1cc(C)c2nc3nc(C)c(C)cc3c(N)c2c1 | 2 | x | x | x | 1 | -15 | x | 13 | 0
COc1ccccc1Cc1c(-c2ccc(C)cc2)nc2c(C)cc(Br)cn12 | -4 | x | x | x | -19 | -7 | x | 2 | -2
COc1cc2cc(CN(CCO)S(=O)(=O)c3ccccc3Cl)c(=O)[nH]c2cc1OC | 12 | 0.2 | -9 | -3 | -9 | 2 | 0.1 | 16 | 9
CCCCOc1ccc(-c2nnn(CCC(=O)N3CCOCC3)n2)cc1 | -1 | 3.3 | -13 | -10 | -15 | -3 | 7.7 | -16 | 6
CCC(CC)c1nnc(NC(=O)CCS(=O)(=O)Cc2ccccc2)s1 | 2 | 2.1 | -6 | -8 | -1 | -1 | 4.7 | -9 | 4
CCn1c(C)cc(C(=O)COC(=O)c2ccccc2[N+](=O)[O-])c1C | 5 | 0.5 | -20 | -3 | -1 | 0 | 1.2 | x | x
Cc1[nH]c(=O)[nH]c(=O)c1S(=O)(=O)N(C)Cc1ccccc1 | 1 | 1.2 | 0 | -1 | 1 | -5 | 1.1 | 3 | 3
CCOC(=O)Cn1c(=NC(=O)CSC(C)=O)sc2ccccc21 | 0 | -1.7 | -8 | -6 | 4 | -5 | -0.6 | -12 | 0
Nc1cc(=O)[nH]n1C1CCN(c2ccccc2)CC1 | 3 | 0.2 | -3 | -10 | -5 | 0 | -1.0 | 0 | 9
COC(=O)c1sccc1NC(=O)c1c(C)noc1C | 1 | -1.9 | -8 | 5 | 1 | -2 | -0.7 | -12 | 5
COc1ccc(NC(=O)CN(C)C(=O)CN2C(=O)c3ccc([N+](=O)[O-])cc3C2=O)cc1 | 11 | -0.1 | 7 | -8 | -14 | -4 | -1.2 | -12 | 0
COc1cc(NC(=O)CSCc2ccc(Cl)cc2Cl)c(C(=O)O)cc1OC | 16 | -0.6 | -4 | -5 | -25 | 0 | 0.3 | 7 | 1
CCC1=NN2C(=N)/C(=C/c3ccc(OS(=O)(=O)c4ccc(C)cc4)c(OC)c3)C(=O)N=C2S1 | 5 | -0.9 | 0 | -11 | -5 | -5 | 1.1 | 9 | -3
CC(O)CNCCCOc1cccc(C(F)(F)F)c1 (configuration not stated) | 4 | 2.9 | -7 | 0 | 2 | -4 | 1.5 | -12 | 4
Cc1ccc(NC(=O)c2ccc(S(=O)(=O)N3CC(C)CC(C)C3)cc2)cc1S(=O)(=O)N1CCOCC1 (configuration not stated) | -5 | x | x | x | 13 | -1 | x | -9 | 5
O=c1nc(/C=C/c2cccn2-c2ccc([N+](=O)[O-])cc2)cc(C(F)(F)F)[nH]1 | 11 | -0.9 | -8 | 7 | -8 | -1 | 1.2 | 19 | 0
CC[C@@H](NCCCn1cnc2c(SC)ncnc21)c1ccccc1 | 0 | x | x | x | -4 | -7 | x | -22 | 6
O=C(N/N=C\c1ccccn1)C1c2ccccc2Oc2ccccc21 | 4 | -1.3 | -30 | -6 | -8 | -3 | 1.5 | 6 | 5
O=C(/C=C/c1ccccc1Cl)Nc1ccncc1 | 11 | -0.8 | -9 | -9 | -15 | -1 | 0.8 | 22 | 29
O=C1NCN(CCO)CN1 | 9 | -1.2 | 4 | -20 | -4 | -2 | -0.2 | -13 | 8
CC(=O)NC(CC(=O)OCC(=O)Nc1ccc2c(c1)OCO2)c1ccccc1 (configuration not stated) | -4 | -0.4 | 1 | -3 | 16 | -3 | 0.2 | 1 | -3
CC(=O)[C@@H]1[C@@H](C)N(Cc2ccccc2)C(=O)N[C@H]1c1cccc(C(F)(F)F)c1 | -2 | 4.2 | -15 | -9 | 6 | -1 | 2.1 | 12 | 3
Cc1cc(OC(C)C)nc(NCc2ccccc2)n1 | -9 | -0.9 | -15 | -10 | -15 | -1 | 0.0 | 8 | 22
CC1CN(C(=O)COC(=O)c2ccc(Cl)nc2)CC(C)O1 (configuration not stated) | 0 | 1.1 | -10 | 2 | 4 | -2 | 1.5 | -15 | 0
Cc1nnc(Nc2ccc(S(N)(=O)=O)cc2)c2ccccc12 | 8 | 0.2 | 3 | -1 | -9 | 0 | 0.9 | -15 | 5
CC(=O)Nc1ccc(S(=O)(=O)NCC2CCC(C(=O)NC3CCCCCC3)CC2)cc1 (configuration not stated) | 4 | -0.4 | -1 | 1 | 0 | -6 | 1.3 | -1 | 1
CC(CNC(=O)CN1C(=O)C(=O)N(C2CCCC2)C1=O)c1ccccc1 (configuration not stated) | 7 | -0.3 | -13 | -5 | -16 | -3 | 0.9 | -3 | -2
O=C(c1ccncc1)N1CCN(C(=O)c2ccncc2)CC1 | 8 | 0.1 | 3 | -3 | -5 | -5 | 1.0 | 15 | 1
CCN(C(=O)COC(=O)c1cnc(C)cn1)c1c(N)n(Cc2ccccc2)c(=O)[nH]c1=O | 6 | 1.0 | 0 | -3 | 2 | 0 | 0.5 | 7 | 4

3 successive entries out of the list so far:
SMILES | CHRM1 PAM | OXTR ag | CHO parental Ca | OXTR potentiate | CHRM1 antagonist | M1 ag | V1aR counter | TAAR1 antag | TAAR1 agonist
CC(CNC(=O)CN1C(=O)C(=O)N(C2CCCC2)C1=O)c1ccccc1 (configuration not stated) | 7 | -0.3 | -13 | -5 | -16 | -3 | 0.9 | -3 | -2
O=C(c1ccncc1)N1CCN(C(=O)c2ccncc2)CC1 | 8 | 0.1 | 3 | -3 | -5 | -5 | 1.0 | 15 | 1
CCN(C(=O)COC(=O)c1cnc(C)cn1)c1c(N)n(Cc2ccccc2)c(=O)[nH]c1=O | 6 | 1.0 | 0 | -3 | 2 | 0 | 0.5 | 7 | 4
